# High-throughput results deposited in PubChem BioAssay by several laboratories.
# hiPSC survival = hiPSC single-cell survival enhancement; survival enhancement, % at 20 µM; actives 0.044% (n = 360,000); ATPlite luminescence; 100% = ROCK inhibitor wells, 0% = DMSO; AID 602274; in the data active means survival enhancement above about 18%;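 further: cells exposed to compounds for 16 hours before the ATP read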
# CF NFkB block = cystic fibrosis NF-kB activation inhibition; inhibition, % at 5 µM; actives 0.86% (n = 360,000); AID 588850; KKLEB NF-kB-GFP reporter, PAF-induced, GFP fluorescence overnight;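 active means at least 50% inhibition at 5 µM, scaled per plate between neutral and stimulator controls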;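 further: PAF is a Pseudomonas aeruginosa culture filtrate used as stimulus; plate controls were PAF-stimulated DMSO wells for no effect and unstimulated DMSO wells for full effect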
# Shn3 3UTR inh = Schnurri-3 reporter inhibition in Clone20 osteoblasts | actives 0.52% (n = 360,000) | AID 588674 | inhibition, % at 12.5 µM | Clone20 osteoblast Shn3 3'UTR firefly luciferase, 24 h;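 active means mean inhibition of at least 75% with every replicate also reaching 75%; inconclusive means mean inhibition at least 75% but some replicate below; inactive means mean inhibition below 75%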;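 further: 0% = median of neutral control wells and 100% = pilot-screen positive control compound; some compounds past the cut are filed as inactive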
# TRAIL sens C8 = sensitizes caspase-8 expressing cells to TRAIL | NB7+C8 cells + TRAIL, ATPlite viability luminescence | inhibition (viability loss, TRAIL sensitization), % at 10 µM | actives 1% (n = 360,000);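 active means compounds causing at least 50% loss of cell viability in the single-dose screen, relative to plate controls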
# Peg3 promoter = reduces Peg3 promoter-driven luciferase expression in HeLa. HeLa PEG-Prom luciferase reporter, luminescence, overnight. inhibition, % at 20 µM. actives 1.7% (n = 360,000). AID 588405;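 active means inhibition of at least 50% at 20 µM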
# NR2E3 ag-1 = agonists of human NR2E3 nuclear receptor; Q9Y5X4; CHO-S Gal4-NCOR/VP16-NR2E3 two-hybrid, luciferase; inhibition of corepressor binding, % at 3.98 µM; actives 0.35% (n = 360,000); AID 602229;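 active means inhibition above the mean of all tested compounds plus 3 SD, cut at about 70% in these data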;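 further: 0% = DMSO with NR2E3 transfected cells and 100% = cells lacking NR2E3 construct; higher means lower luciferase signal from less NR2E3 corepressor binding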
# Target sequence (Q9Y5X4 whole entry, looked up, the tested form may be a part): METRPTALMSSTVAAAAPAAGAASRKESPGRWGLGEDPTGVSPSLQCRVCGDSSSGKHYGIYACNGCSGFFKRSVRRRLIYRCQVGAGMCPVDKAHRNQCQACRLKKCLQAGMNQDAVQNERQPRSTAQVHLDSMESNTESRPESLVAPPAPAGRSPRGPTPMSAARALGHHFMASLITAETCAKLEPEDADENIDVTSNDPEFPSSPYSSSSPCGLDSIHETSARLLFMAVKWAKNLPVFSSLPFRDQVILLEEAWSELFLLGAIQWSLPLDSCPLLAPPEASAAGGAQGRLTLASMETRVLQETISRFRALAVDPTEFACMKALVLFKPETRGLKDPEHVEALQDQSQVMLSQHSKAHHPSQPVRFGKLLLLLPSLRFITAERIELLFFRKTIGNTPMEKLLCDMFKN
# TRPM1 prom inh = inhibitors of MITF-driven TRPM1 promoter in melanoma cells; inhibition, % at 12.5 µM; actives 0.83% (n = 330,000); SK-MEL-5 TRPM1 promoter luciferase, 24 h;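 active means mean inhibition across replicates of 60% or more, whatever share of single replicates reaches that level; inconclusive means some that reach 60%, reason not given; inactive means mean inhibition across replicates below 60%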; further: values of inactives mirror those of a sister screen read the other way
# LMP1 NFkB inh = inhibitors of Epstein-Barr LMP1-induced NF-kappaB reporter | LMP1-induced NF-kappaB luciferase reporter cells, luminescence | inhibition, % at 12.5 µM | AID 504558 | actives 0.69% (n = 350,000); in the data active means inhibition above about 41%; inconclusive means no clear call, values can overlap the other calls;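 further: 0% = neutral control wells and 100% = reference inhibitor control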
# NR2E3 ag-2 = agonists of human nuclear receptor NR2E3; inhibition of corepressor binding, % at 4.78 µM; GST-NR2E3/biotin-RetCOR TR-FRET, 1536-well; AID 2300; actives 0.12% (n = 320,000);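 active means percent inhibition above the cutoff of mean plus 3 SD of all tested compounds, set per screening campaign, cut at about 20% in these data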;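 further: 0% = DMSO wells and 100% = biotin wells as full block of FRET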
#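 Format: 1536-well format; test system: GST-NR2E3 and biotin-RetCOR proteins; read-out basis: percent inhibition of TR-FRET ratio; timing: 5 h incubation at 4 °C; detection: time-resolved FRET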
# HIF-2a inh = blocks HIF-2a reporter activity | 786-0 RCC cells HIF-2a reporter, luciferase luminescence, overnight | inhibition, % at 18.8 µM | actives 0.72% (n = 360,000) | AID 624352;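 active means inhibition of the luminescence signal of 40% or more relative to plate controls, in a single-dose primary screen at 18.75 µM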
# KKLEB tox = reduces viability of KKLEB cystic fibrosis airway cells; KKLEB CF airway cells viability, ATPlite luminescence, overnight; stronger effect = lower value; cells stimulated with P. aeruginosa culture filtrate; activity change (cytotoxicity), % at 5 µM; actives 0.36% (n = 360,000);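 active means corrected activity change at or below -50% at 5 µM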
# Starred values were filed as active, the others as inactive; ? = inconclusive; nt = no result given.
SMILES,hiPSC survival,CF NFkB block,Shn3 3UTR inh,TRAIL sens C8,Peg3 promoter,NR2E3 ag-1,TRPM1 prom inh,LMP1 NFkB inh,NR2E3 ag-2,HIF-2a inh,KKLEB tox
O=C(Nc1nc2nccc(-c3ccccc3)n2n1)c1ccccc1,-0.8,5,nt,8,-254,-66,-34,-17,1,-247,-17
CC1CCc2c(sc(NC(=O)c3c([N+](=O)[O-])cnn3C)c2C(N)=O)C1 (centres undefined),-0.4,28,16,10,0,-5,4,5,nt,1,-3
O=C1C(Cc2ccccc2)S/C(=N/N=C/c2ccco2)N1c1ccccc1 (centres undefined),2.3,-6,11,-3,31,-3,6,-2,6,11,-3
COc1cc(/C=C2\C(=N)N3N=C(C(C)C)SC3=NC2=O)ccc1OCCOc1ccc(NC(C)=O)cc1,-0.3,-30,-10,-2,10,7,7,1,3,22,8
COc1cc2c(cc1OC(C)=O)C(=O)CCCC2,-1.1,5,6,7,6,0,nt,nt,nt,7,-10
COc1ccc(C2=C/C(=C\c3ccc(OC(C)=O)cc3)C(=O)O2)cc1,0.1,-16,14,-6,10,-24,-1,8,2,15,-10
CC(=O)c1nn(-c2cccc(Br)c2)cc1C(=O)c1ccc(Cl)cc1,-1.0,6,28,1,-21,-5,-2,-1,5,-13,-7
O=C(O)c1cccnc1SCC(=O)N1CCCc2ccccc21,0.1,-9,-18,13,-6,-16,11,1,3,-27,-11
Cc1ccc(OCCCN2CCCC2)c(C)c1,1.4,-7,-15,-5,-1,-20,-6,9,-2,0,-1
CC(C)CNC(=O)C1Nc2ccc(C(F)(F)F)cc2C2C=CCC12 (centres undefined),-2.1,10,-31,7,-67,-88,-45,-6,5,-146,12
COC(=O)N1CCN(S(=O)(=O)c2ccc(F)cc2)CC1,-0.1,-4,-4,0,6,11,3,0,2,1,-9
CCOC(=O)c1c(C(=O)OCC)c(C)n(CCc2ccccc2)c1C,-1.2,22,-13,3,8,-22,11,-2,1,22,-24
CN1N=C(C(=O)Nc2ccc3c(c2)CCC3)CCC1=O,2.0,2,-31,-3,-133,-57,-59,-18,1,-200,-8
CN(CC(=O)NCCc1ccccc1)S(=O)(=O)c1cccc2nsnc12,-1.0,-6,3,-11,13,10,9,8,-2,21,-4
CC1CN(C2=NC(=O)/C(=C3/C(=O)N(Cc4ccc(F)cc4)c4ccccc43)S2)CC(C)O1 (centres undefined),0.1,6,-15,-13,-1,-29,2,2,2,12,-18
CCCn1ncc2c(Nc3ccc(C)c(C)c3)ncnc21,0.9,-16,-37,1,-287,-96,-98,-19,1,-199,13
c1ccc(-c2csc(Nc3cccnc3)n2)nc1,2.9,-30,-20,-4,-204,-67,-52,-10,1,-272,22
CC1CCN(C(=O)c2[nH]cnc2C(=O)Nc2ccc(Cl)cc2)CC1,-0.9,-6,9,6,1,-10,-2,-2,3,-11,-6
COc1cccc(N=C2SC(CC(=O)Nc3ccccc3)C(=O)N2Cc2ccccn2)c1 (centres undefined),1.6,-6,-35,16,8,0,-5,-3,-4,-21,-7
Cc1ccccc1-n1nc(C)c2cc(C(=O)NCc3cccnc3)sc21,0.6,-1,27,3,22,-21,16,6,3,12,-4
CCC1=C(OC(=O)N(CC)CC)N2C(=O)OC(=NCc3ccccc3)[C@]2(C)[C@H]2C1=CC[C@H]1C(=O)N(c3ccccc3)C(=O)[C@H]12,1.7,9,6,-14,2,3,10,-4,0,-4,17
COc1cc(/C=C(\C#N)C(=O)NC2CCCCC2)ccc1OCc1ccc(C(=O)O)cc1,4.2,-32,-12,6,-28,-27,-25,-3,3,8,4
O=c1[nH]c(CSc2nc3ccccc3o2)nc2c1cnn2-c1ccccc1,4.7,-3,2,-1,53*,2,1,3,-3,16,-5
COc1ccc(NC(=O)CN(C)Cc2c(F)cccc2Cl)cc1S(=O)(=O)N1CCCCC1,-0.1,-1,0,-6,16,12,6,-1,-2,16,1

# Compounds from the list above containing a COOH group (2):
SMILES,hiPSC survival,CF NFkB block,Shn3 3UTR inh,TRAIL sens C8,Peg3 promoter,NR2E3 ag-1,TRPM1 prom inh,LMP1 NFkB inh,NR2E3 ag-2,HIF-2a inh,KKLEB tox
O=C(O)c1cccnc1SCC(=O)N1CCCc2ccccc21,0.1,-9,-18,13,-6,-16,11,1,3,-27,-11
COc1cc(/C=C(\C#N)C(=O)NC2CCCCC2)ccc1OCc1ccc(C(=O)O)cc1,4.2,-32,-12,6,-28,-27,-25,-3,3,8,4

# Following part.
SMILES,hiPSC survival,CF NFkB block,Shn3 3UTR inh,TRAIL sens C8,Peg3 promoter,NR2E3 ag-1,TRPM1 prom inh,LMP1 NFkB inh,NR2E3 ag-2,HIF-2a inh,KKLEB tox
CC(C)(O)C1CC[C@@](C)([C@@H]2CC[C@]3(C)[C@H]2[C@H](O)CC2[C@@]4(C)CCC(O)C(C)(C)C4C(OC4OC(CO)C(O)C(O)C4O[C@@H]4OCC(O)C(O)C4O)C[C@]23C)O1 (some centres undefined),-0.3,5,3,-21,4,-22,2,4,nt,-2,2
CNc1cc(C)c(C#N)c2nc3ccccc3n12,-0.7,-44,19,2,10,-4,-12,-5,1,10,-11
Cc1ccccc1CC1(CO)CCCN(C(=O)CCCN2CCCCC2=O)C1 (centres undefined),1.0,0,6,-4,-20,-13,3,-5,0,-29,0
CC(C)n1c(/C=C/c2ccccc2)nc2ccccc21,-1.7,2,-33,52*,-175,-71,-53,-13,2,-253,-12
Cc1ccc(NC2=CC(=O)CC(C)(C)C2)cc1F,0.0,-14,0,12,11,-1,-7,-2,-3,16,2
COc1ccc(NC(=O)c2ccc(NC(=O)C3CC3)cc2)cc1,-0.6,1,8,-13,-19,-32,-12,0,3,3,11
CC[C@@H](C)[C@H](NC(=O)C1CCN(C(=O)[C@@H](NS(=O)(=O)c2ccc(C)cc2)C(C)C)CC1)C(=O)O,5.9,-3,-6,5,8,11,-5,6,-1,16,-6
C=CCOc1ccc(C2C(C#N)=C(N)N(Nc3ccccc3)C3=C2C(=O)CCC3)cc1OC (centres undefined),-0.8,3,12,31,27,4,20,-1,0,12,-27
COc1cccc(CN(C)CC(=O)N2CCN(S(=O)(=O)c3ccccc3)CC2)c1,1.9,0,-20,6,9,-16,nt,-8,nt,8,-4
O=C1CCN(Cc2ccccc2)S(=O)(=O)c2ccc(F)cc21,7.2,16,-3,-4,20,-14,4,-1,4,7,-16
CSc1cccc(NC(=O)CCCOc2ccccc2)c1,-0.5,1,-17,8,-14,-2,-1,-19,3,-17,10
O=C(CCl)N(c1ccccc1)C1CCS(=O)(=O)C1 (centres undefined),-2.2,9,5,28,103*,-4,?,12,1,31,-2

# Laid out differently: entries from further up.
smiles	hiPSC survival	CF NFkB block	Shn3 3UTR inh	TRAIL sens C8	Peg3 promoter	NR2E3 ag-1	TRPM1 prom inh	LMP1 NFkB inh	NR2E3 ag-2	HIF-2a inh	KKLEB tox
O=C1CCN(Cc2ccccc2)S(=O)(=O)c2ccc(F)cc21	7.2	16	-3	-4	20	-14	4	-1	4	7	-16
CN1N=C(C(=O)Nc2ccc3c(c2)CCC3)CCC1=O	2.0	2	-31	-3	-133	-57	-59	-18	1	-200	-8
COc1ccc(C2=C/C(=C\c3ccc(OC(C)=O)cc3)C(=O)O2)cc1	0.1	-16	14	-6	10	-24	-1	8	2	15	-10
COC(=O)N1CCN(S(=O)(=O)c2ccc(F)cc2)CC1	-0.1	-4	-4	0	6	11	3	0	2	1	-9

# Following part.
SMILES,hiPSC survival,CF NFkB block,Shn3 3UTR inh,TRAIL sens C8,Peg3 promoter,NR2E3 ag-1,TRPM1 prom inh,LMP1 NFkB inh,NR2E3 ag-2,HIF-2a inh,KKLEB tox
Cc1ccc(N(Cc2ccc(C(=O)NC3CCCCC3)cc2)S(C)(=O)=O)cc1C,-0.8,4,23,5,17,25,-2,-3,-1,17,-10
CCOC(=O)C(c1ccccc1)C(Nc1ccc(F)cc1)c1ccccn1 (centres undefined),-0.1,3,8,17,19,-25,7,-1,0,17,-7
COc1ccccc1NS(=O)(=O)c1cc(NC(=O)c2ccc(=O)[nH]c2)ccc1N1CCOCC1,1.9,-14,-16,-1,12,-24,-1,7,1,12,-10
CN1C(=O)c2ccc(N3CCCC3)cc2C1=O,-0.9,-16,0,-2,-84,-26,-30,-10,-2,-196,8
Cc1ccc(S(=O)(=O)NC(=S)NC2CCCCC2)cc1,0.0,-3,8,-1,6,-6,7,-23,4,9,16
CCN(CC)S(=O)(=O)c1ccc(OC)c(NS(=O)(=O)c2ccc(F)cc2)c1,-0.3,10,-4,-2,17,-17,1,-17,1,20,2
O=C(COC(=O)c1cc(S(=O)(=O)N2CCCCC2)ccc1Cl)NC1CCS(=O)(=O)C1 (centres undefined),0.1,-30,-5,-17,2,-50,0,-7,nt,0,-26
Cn1c(=O)c2cc(S(=O)(=O)NCCC(=O)NC3CCCCCCC3)ccc2n(C)c1=O,1.2,2,5,0,13,-2,9,3,9,19,7
CSCCC(NC(=O)c1ccccc1Br)C(=O)N1CCN(C(C)=O)CC1 (centres undefined),-0.4,3,-9,-15,-14,-16,2,0,3,15,-6
COc1ccc(Br)c(OC)c1C(=O)NC(=O)Nc1nc(C)cc(C)n1,-0.7,8,9,-1,21,-17,7,-11,1,15,-20
CCC1(c2ccccc2)CN(C)C1=O (centres undefined),2.1,-48,7,-15,-3,2,nt,-3,nt,14,12
CCN(C(=O)c1ccco1)c1nnc(-c2cccnc2)s1,0.1,-7,-56,19,-243,-90,-62,-17,4,-193,2
CCC1(C)CC(CCNS(=O)(=O)c2ccc(C)cc2)(c2ccc(C)cc2)CCO1 (centres undefined),-0.7,-1,19,2,24,-6,-1,6,3,11,-1
O=C(Cn1c(=O)n(-c2ccccc2)c(=O)c2sccc21)N1CCCC1,-1.1,-8,9,12,6,-16,0,6,0,11,6
COc1ccc([N+](=O)[O-])cc1NC(=O)C(C)OC(=O)/C=C/c1ccco1 (centres undefined),-0.1,11,-19,-3,-4,-6,-6,2,3,8,-5

# A portion of the library; rates above refer to the full screens.
